PfM18AAP inh – PfM18AAP inhibitors, malaria aminopeptidase, primary screen, biochemical, QFRET, recombinant enzyme | inhibition, % at 7.35 µM | H-Glu-NHMec fluorogenic cleavage | actives 1.2% (n = 290,000) | AID 1822, 2009;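 active = inhibition above the campaign mean inhibition over all tested compounds plus 3 SD, cut at about 28% in these data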;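 also: 0% = plate median of test compound wells and 100% = 2 mM ZnCl2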
VIM-2 inhibitor – VIM-2 metallo-beta-lactamase inhibitors, primary screen, biochemical, epi-absorbance readout, Pseudomonas aeruginosa enzyme; purified VIM-2, nitrocefin hydrolysis, epi-absorbance fluorescence; inhibition, % at 5.6 µM; actives 0.89% (n = 290,000);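 active = inhibition above the mean of all tested compounds plus 3 SD, cutoff set per screening run, cut at about 7.5% in these data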;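 also: red hydrolysis product quenches plate fluorescence so inhibitors raise well fluorescence; 0% = enzyme with DMSO and 100% = DMSO without enzyme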
IMP-1 inh – IMP-1 metallo-beta-lactamase inhibitors, primary screen, biochemical, epi-absorbance readout, Pseudomonas aeruginosa enzyme; AID 1556, 2009; actives 0.45% (n = 290,000); purified IMP-1, nitrocefin hydrolysis, epi-absorbance fluorescence; inhibition, % at 5.6 µM;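 active = inhibition above the mean plus 3 SD of all compounds in the same screening run, cut at about 4.5% in these data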;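 also: 0% = IMP-1 with DMSO and 100% = DMSO wells lacking enzyme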
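System – purified recombinant IMP-1 beta-lactamase · Input – IMP-1 dispensed at 0.2 nM · Timing – 15 min preincubation plus 25 min reaction at 25 °C · Signal – Epi-absorbance fluorescence, 480 nm excitation, 530 nm emission · Measure – percent IMP-1 inhibition derived from blank-referenced optical density · Controls – Enzyme-plus-DMSO low control, enzyme-free DMSO high control · Replication – singlicate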
NS3 helicase inh – inhibitors of HCV NS3 helicase, primary screen, biochemical, Cy5 molecular beacon fluorescence | NS3 helicase DNA unwinding | inhibition, % at 10.9 µM | actives 0.56% (n = 290,000) | AID 1800, 2009;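 active = inhibition above the mean of all tested compounds plus 3 SD, set per campaign, cut at about 35% in these data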;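 also: 0% = DMSO wells and 100% = thioflavine S control wells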
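test system = hepatitis C virus NS3 helicase domain fragment enzyme | reagent = annealed dual-labelled DNA beacon duplex, ATP-started | times = 1 h at 25 °C | detection = Cy5 fluorescence, 0 and 60 min reads | read-out basis = percent inhibition from t60/t0 fluorescence ratio | control set = DMSO and thioflavine S | replication = one well per compound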
IDE cell inh – human IDE inhibitors in live cells, primary screen, fluorescence polarization, HEK cells, FAbetaB substrate | Insulin-degrading enzyme (Homo sapiens), P14735 | FAbetaB cleavage | inhibition, % at 5.59 µM | actives 0.41% (n = 320,000) | AID 434962, 2010;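 active = percent inhibition above the average of all tested compounds plus 3 SD, set per screening campaign, cut at about 16% in these data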;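 also: IDE supplied by intact live HEK cells; FP after avidin binding of uncleaved biotin substrate so inhibition keeps polarization high; 0% = DMSO wells and 100% = 60 µM reference IDE inhibitor Ii1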
Target sequence (P14735 whole entry, looked up): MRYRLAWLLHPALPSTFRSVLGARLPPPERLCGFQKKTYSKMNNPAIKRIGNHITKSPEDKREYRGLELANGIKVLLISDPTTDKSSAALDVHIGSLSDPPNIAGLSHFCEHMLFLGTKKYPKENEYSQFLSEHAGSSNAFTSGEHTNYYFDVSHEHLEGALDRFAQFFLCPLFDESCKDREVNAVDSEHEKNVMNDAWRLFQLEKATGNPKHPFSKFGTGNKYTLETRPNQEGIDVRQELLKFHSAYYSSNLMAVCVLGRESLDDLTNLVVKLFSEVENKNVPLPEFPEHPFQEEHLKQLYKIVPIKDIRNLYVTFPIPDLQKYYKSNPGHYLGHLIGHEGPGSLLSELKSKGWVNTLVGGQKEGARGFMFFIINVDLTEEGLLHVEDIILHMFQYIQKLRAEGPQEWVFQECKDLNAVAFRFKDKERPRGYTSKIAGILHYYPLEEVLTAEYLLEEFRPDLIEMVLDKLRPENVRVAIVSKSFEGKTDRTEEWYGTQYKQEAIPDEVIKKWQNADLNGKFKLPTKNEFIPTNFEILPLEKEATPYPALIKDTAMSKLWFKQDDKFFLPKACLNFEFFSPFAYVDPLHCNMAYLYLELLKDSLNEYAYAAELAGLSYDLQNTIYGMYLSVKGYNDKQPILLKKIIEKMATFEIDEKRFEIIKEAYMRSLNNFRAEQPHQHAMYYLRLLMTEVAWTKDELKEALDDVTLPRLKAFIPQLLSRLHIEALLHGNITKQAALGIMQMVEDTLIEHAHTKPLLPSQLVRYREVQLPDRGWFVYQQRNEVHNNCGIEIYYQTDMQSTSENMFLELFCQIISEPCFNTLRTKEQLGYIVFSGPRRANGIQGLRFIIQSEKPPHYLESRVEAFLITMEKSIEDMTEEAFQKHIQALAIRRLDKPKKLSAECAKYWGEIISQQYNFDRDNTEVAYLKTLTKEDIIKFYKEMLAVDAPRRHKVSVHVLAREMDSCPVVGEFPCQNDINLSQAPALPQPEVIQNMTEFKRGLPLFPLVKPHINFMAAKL
IDE cell activ – human IDE activators in live cells, primary screen, fluorescence polarization, HEK cells, FAbeta-B substrate | actives 0.073% (n = 340,000) | FAbeta-B cleavage; 0% vehicle, 100% cell-free pure enzyme wells | activation, % at 5.96 µM | Insulin-degrading enzyme (Homo sapiens), P14735;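 active = activation above the mean of all tested compounds plus 3 SD, set per screening campaign, cut at about 17% in these data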
pCIP destab – p/CIP-EGFP fusion destabilizers, primary screen, fluorescence, F442A cells. 16 h. decrease of EGFP signal, % at 10 µM. actives 0.01% (n = 290,000);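 active = EGFP signal decrease of at least 30% at 10 µM or well 3 SD below plate mean, unless failing retest; inactive = the rest, including hits failing retest or dose response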; also: some compounds called inactive have numbers as strong as hits; many of its hits are not listed in these tables
SUMO HTRF inh – inhibitors of in vitro SUMOylation cascade, primary screen, biochemical, HTRF, uHTS. SUMO-conjugating enzyme UBC9 (Homo sapiens), P63279. HTRF SUMOylation assay, SAE1/SAE2 + UBC9. inhibition, % at 35 µM. actives 0.36% (n = 290,000). AID 2006, 2009; in the data active = inhibition above about 50%, passing the limit was not always enough; also: strong numbers were not always called active
DNA FID counter – compounds displacing fluorescent DNA intercalator, primary screen, artefact control for HCV NS3 helicase inhibitor project, biochemical, FID fluorescence; DNA fluorescent intercalator displacement; inhibition, % at 7.9 µM; actives 0.17% (n = 290,000); AID 1845, 2009; in the data active = inhibition above about 37%;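 also: 0% = vehicle and 100% = reference compound; higher means more ethidium bromide displaced from hairpin DNA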
The depositor's hits bear a star; x = no result given; & = joins results of further samples.

SMILES	PfM18AAP inh	VIM-2 inhibitor	IMP-1 inh	NS3 helicase inh	IDE cell inh	IDE cell activ	pCIP destab	SUMO HTRF inh	DNA FID counter
Cc1noc(C)c1C(=O)OCC(=O)C12CC3CC(CC(C3)C1)C2	0	0.5	-3.2	0	-2	3	-16	3	-10
COc1ccc(NC(=S)N2CCCC2)c(OC)c1	1	-1.8	-1.8	-11	2	4	-15	18	-2
Cc1ccc(SC[C@H](Cc2ccccc2)N2CC[C@@H](NC(=O)OCc3ccccc3)CCC2=O)cc1	-1	-1.5	-2.9	-33	9	x	2	-9	-47
COc1cc(C(=O)NCc2nnc(SCC(=O)N3CCC(C)CC3)o2)cc(OC)c1OC	-16	0.3	0.6	-3	-4	-1	1	13	-21
CC(=O)c1ccc(C(=O)N2CCCC(C(=O)c3cc(F)ccc3F)C2)s1 (stereo unspecified)	-11	-0.6	-3.2	4	5	2	-4	1	-15
COc1ccc(N(CC(=O)Nc2cccc3ccccc23)S(C)(=O)=O)c(OC)c1	0	-2.2	-4.1	7	-1	1	1	9	-23
COc1cc(OC)cc(C(=O)NC(=S)NNC(=O)c2cnccn2)c1	-1	-0.1	-3.2	-6	1	1	-8	-135	-6
COc1ccc(OC)c(S(=O)(=O)NCCOC23CC4CC(CC(C4)C2)C3)c1	-1	-2.8	-1.4	0	9	5	-11	2	-22
CN(Cc1ccc(-n2cccn2)cc1)Cc1nc(-c2cnccn2)no1	1	-1.5	-2.5	-33	7	0	-4	11	-5
O=C(NCC1CCN(Cc2ccc(F)cc2)CC1)Nc1cc(F)ccc1F	1	-1.2	-2.7	29	0	2	-5	-4	10
COc1ccc(N2CCN(CC(O)COC(c3ccc(F)cc3)c3ccc(F)cc3)CC2)cc1 (stereo unspecified)	1	-2.4	-0.5	-58	x	2	-1	-15	15
COCCCn1c(SCC(=O)NC2CCCC2)nnc1-c1ccncc1	4	-0.7	-2.2	7	-4	-2	1	12	-4
Cc1c(NC(=O)C2CC(c3ccc(F)cc3)=NO2)c(=O)n(-c2ccccc2)n1C (stereo unspecified)	-7	1.2	3.4	0	-2	4	-16	12	-2
O=C(O)c1ccc(CSc2nnc(-c3ccncc3)n2CC2CCCO2)cc1 (stereo unspecified)	4	0.1	-4.1	1	6	3	3	8	-3
CCOCCCNC(=O)c1ccc(OC)cc1	16	-0.9	-2.4	-1	1	5	-11	8	9
CN1CCN(S(=O)(=O)c2ccc(C(=O)Nc3ccccc3)cc2)CC1	-3	-2.8	1.6	-1	-2	3	-1	-14	4
O=C(c1ccc(CNS(=O)(=O)c2ccc(Br)cc2)cc1)N1CCCC1	-2	-2.2	-3.2	-5	-2	2	-3	15	-25
CC(=O)c1ccccc1NC(=O)Cn1c(=O)cnc2ccccc21	2	0.7	-1.4	3	4	-2	-15	3	-8
O=C(N/N=C\c1ccc(Cl)s1)C1COc2ccccc2O1 (stereo unspecified)	0	-1.7	-1.7	-20	6	6	12	-1	-11
CC(C)NC(=O)CSc1nnc(-c2ccc3ncccc3c2)n1C	-3	-0.9	-3.5	1	1	4	0	15	-4
O=C(COC(=O)C1CCCN1C(=O)c1cccs1)Nc1ccc2c(c1)OCO2 (stereo unspecified)	-1	-2.4	-3.6	-5	-2	3	-13	27	-4
COc1cc(/C=C/C(=O)OCC(=O)Nc2c(C)n(C)n(-c3ccccc3)c2=O)ccc1O	-2	-1.7	0.1	7	-2	5	-7	11	-20
CCOC(=O)N1CCN(C/C(C)=C/c2ccccc2)CC1	1	-3.1	-3.3	-5	1	3	-3	4	-8
O=C(CSC1=NCCS1)Nc1ccccc1F	-6	1.4	-0.3	-4	4	1	4	10	1
COc1ccc(-c2nc(-n3c(C)c(C(C)=O)c(C(C)=O)c3C)sc2C)cc1OC	-7	-3.0	-3.0	2	8	6	5	8	-40
COc1cc(CNCc2cccnc2)ccc1OCC(=O)NC1CCCCC1	-11	-1.3	-2.9	6	5	-1	8	22	3
Cc1ccc(C)c(OCC(=O)NCC(C)C)c1C	5	-1.0	-3.9	1	0	0	-11	4	-9
O=C(NCCN1CCCCC1)Nc1ccc(F)cc1F	0	-1.7	-2.8	5	-3	0	-4	3	2
CCC(C)(C)NC(=O)C(c1ccc(F)cc1)N(Cc1ccco1)C(=O)c1cnccn1 (stereo unspecified)	-1	-1.9	-1.4	11	8	-2	1	3	-17
CCCSc1nc2c(cnn2-c2ccccc2)c(=O)n1N	1	-3.0	-4.0	-1	2	-2	-13	11	-11
COc1ccc(C(=O)Oc2ccc(N(C)S(=O)(=O)c3ccccc3)cc2)cc1[N+](=O)[O-]	3	-3.3	-0.5	-3	0	4	-13	-2	0
O=C(O)CCCC(=O)Nc1ccc(N=Nc2ccccc2)cc1	8	-3.7	2.2	-4	8	7	-2	14	-28
CC1CCC2C(=O)N(c3ccc(C(=O)NCc4ccccc4)cc3)C(=O)C2C1 (stereo unspecified)	4	-1.8	-1.6	1	4	1	-2	7	-30
CC/C(=N\NC(=S)NC(C)C)c1ccc(OC)c(OC)c1	5	-1.2	-2.1	-5	-4	x	-3	11	-17
O=C(Nc1cc(-c2nc3ncccc3o2)ccc1Cl)c1cccs1	4	0.1	-0.8	4	-2	6	-16	2	-30
O=C(NC(=S)Nc1ccc(CN2CCOCC2)cc1)c1ccc([N+](=O)[O-])cc1Cl	2	-2.2	-2.8	-12	-3	-1	-7	18	-2
Fc1ccc(C(c2nnnn2C2CCCC2)N2CCN(Cc3ccncc3)CC2)cc1 (stereo unspecified)	-1	-1.1	-3.9	3	4	5	-1	4	-18
CC(=O)N1CCc2c(sc(NC(=O)c3ccc([N+](=O)[O-])o3)c2C#N)C1	7	-3.1	-2.3	8	x	3	-17	18	1
Cc1nn(C)c(C)c1C(=O)NN	-9	-2.4	-2.7	-2	-3	4	-2	8	-1
O=C(N/N=C/C=C/c1ccccc1)c1ccccn1	4	-3.6	-4.0	5	4	4	-5	11	-11
Cc1ccc2[nH]c(=O)c3cc(C(=O)NCCC(C)C)sc3c2c1	2	-2.0	-2.1	-11	x	6	7	-6	-20
O=C(c1ccc(C(F)(F)F)cc1)c1c[nH]c(C(=O)NCCCn2ccnc2)c1	-2	-1.0	-1.8	-25	4	0	-8	-6	5
COc1cc(C(=O)N2CCC3(CC2)NCCc2[nH]cnc23)cc(OC)c1OC	0	0.6	-0.2	8	0	-2	0	x	5
C#CC[N+]1(CC#Cc2ccccc2)CCCCC1	1	-4.5	-2.4	0	-1	1	0	13	-4
Cc1ccc(C2(CC(=O)N3CCCC3)CCOC(C(C)C)C2)cc1 (stereo unspecified)	-8	-2.0	-5.3	4	1	-1	-5	-4	-32
Cc1c(C(=O)N/N=C/c2ccccc2)[nH]c2c([N+](=O)[O-])cccc12	3	-3.4	-2.8	23	2	3	8	-4	-4
CSc1n[nH]c2nc3c(c(=O)n12)C1(CCCC1)Cc1ccccc1-3	-3	-0.5	1.0	4	6	-4	-12	12	2
O=C(O)c1ccc(OCCOc2ccccc2)cc1	3	-1.5	-1.0	8	6	-1	15	14	-7
CCOc1ccc(-c2nnc3ccc(SCC(=O)NCc4ccco4)nn23)cc1	7	-2.7	-2.2	-2	7	5	-14	31	-14
CC(=O)c1cn(N2CCCCC2)c(=O)[nH]c1=O	-4	1.7	-0.1	15	-2	4	-4	7	-6
COc1ccccc1N(CC(=O)Nc1ccc(C(F)(F)F)cc1)S(C)(=O)=O	3	-3.2	-2.0	9	-3	3	9	1	-13
NC(=O)c1[nH]cnc1N	1&-9	-2.2&-1.5	-4.9&-3.3	-2&-2	5&-5	1&2	2&0	-4&20	-7&0
Cc1cccc(C(C)C)c1NC(=O)COC(=O)c1cccc(S(=O)(=O)N2CCc3ccccc3C2)c1	3	-6.2	-2.4	7	-4	8	-14	14	-8
Cc1ccc(NC(=O)COC(=O)c2cc(Cl)ccc2[N+](=O)[O-])c(C)c1	0	-0.6	-2.2	-12	-3	3	-7	-4	5
CCn1nc(C)c(NC(=O)Nc2cccc(Cl)c2Cl)c1C	-12	0.8	-1.4	4	-8	3	-8	10	-6
S=c1[nH]nc(CSCc2ccc(Cl)cc2Cl)n1-c1ccccc1	3	-4.0	-4.5	1	3	-14	-9	4	-33

A draw from above in order of length of the SMILES, lowest first.
SMILES	PfM18AAP inh	VIM-2 inhibitor	IMP-1 inh	NS3 helicase inh	IDE cell inh	IDE cell activ	pCIP destab	SUMO HTRF inh	DNA FID counter
NC(=O)c1[nH]cnc1N	1&-9	-2.2&-1.5	-4.9&-3.3	-2&-2	5&-5	1&2	2&0	-4&20	-7&0
O=C(O)c1ccc(OCCOc2ccccc2)cc1	3	-1.5	-1.0	8	6	-1	15	14	-7
CC(=O)c1cn(N2CCCCC2)c(=O)[nH]c1=O	-4	1.7	-0.1	15	-2	4	-4	7	-6
CCn1nc(C)c(NC(=O)Nc2cccc(Cl)c2Cl)c1C	-12	0.8	-1.4	4	-8	3	-8	10	-6
S=c1[nH]nc(CSCc2ccc(Cl)cc2Cl)n1-c1ccccc1	3	-4.0	-4.5	1	3	-14	-9	4	-33
Cc1ccc(C2(CC(=O)N3CCCC3)CCOC(C(C)C)C2)cc1 (stereo unspecified)	-8	-2.0	-5.3	4	1	-1	-5	-4	-32
COc1ccccc1N(CC(=O)Nc1ccc(C(F)(F)F)cc1)S(C)(=O)=O	3	-3.2	-2.0	9	-3	3	9	1	-13
Cc1ccc(NC(=O)COC(=O)c2cc(Cl)ccc2[N+](=O)[O-])c(C)c1	0	-0.6	-2.2	-12	-3	3	-7	-4	5
Cc1c(C(=O)N/N=C/c2ccccc2)[nH]c2c([N+](=O)[O-])cccc12	3	-3.4	-2.8	23	2	3	8	-4	-4

High-throughput results as filed in PubChem BioAssay.
